# EWS-Fli inh: EWS/Fli-driven NR0B1 reporter inhibitors, primary screen, A673 cells, NR0B1 luciferase, luminescence, MLPCN library. viability-normalised. inhibition, % at 12.6 µM. actives 0.67% (n = 350,000). AID 651661, 2012;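 active = mean inhibition of at least 50% after viability correction, with every replicate also passing that limit; inconclusive = mean reaches 50% but only one of two replicates passes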;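 also: firefly luciferase signal divided by Alamar Blue viability fluorescence both relative to DMSO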
# PGC1a acetyl inh: inhibitors of PGC1a acetylation signal, primary screen, cell-based, U2OS, AlphaScreen, inhibitor mode. AlphaScreen anti-acetyl-lysine; with virally co-expressed GCN5 acetyltransferase. inhibition, % at 15.6 µM. actives 0.17% (n = 350,000);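 active = every replicate shows inhibition of at least 40%; inconclusive = mean inhibition at least 40% but some replicate below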;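 also: 0% = neutral control wells and 100% = positive control wells; some results beyond the cut were filed as inactive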
# FN deposit inh: inhibitors of fibronectin matrix deposition, primary screen, AH1F cells, Alexa488-fibronectin fluorescence, plate reader | AH1F fibroblasts, overnight | inhibition, % at 12.6 µM | actives 0.086% (n = 350,000) | AID 743247, 2014;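 active = mean inhibition across replicates of 30% or more, regardless of how many single replicates reach that level; inconclusive = mean under 30% yet at least half of replicates reach 30%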;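 also: positive control wells lacked labelled fibronectin entirely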
#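 Material: AH1F fibroblast monolayer depositing Alexa488-labelled fibronectin into matrix | Input: 10000 AH1F cells/well | Medium: DMEM plus 2% serum, read in PBS | Reagent: Alexa488-fibronectin, 24 nM final in well | Compound dosing: One dose per compound, pinned | Schedule: 1 h adhesion, overnight exposure | Measured by: Fluorescence at 485 nm excitation, 525 nm emission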
# PglD DTNB: C. jejuni PglD acetyltransferase inhibitors, primary screen, biochemical, DTNB colorimetric, single point. actives 0.098% (n = 360,000). purified PglD enzyme, DTNB colorimetric CoA detection. AID 602405, 2012. inhibition, % at 12.5 µM. UDP-N-acetylbacillosamine N-acetyltransferase PglD (Campylobacter jejuni); in the data active = inhibition above about 16%, passing the limit was not always enough; inconclusive = no clear call, values can overlap the other calls; also: strong numbers were not always called active
# ERAP1 inh: human ERAP1 aminopeptidase inhibitors, primary screen, biochemical, single point, plate reader; AID 652197, 2013; actives 0.15% (n = 340,000); inhibition, % at 10.7 µM; Endoplasmic reticulum aminopeptidase 1 (Homo sapiens), Q9NZ08; recombinant ERAP1, Leu-AMC fluorescence, 60 min;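 active = mean replicate inhibition of at least 30%, or all replicates individually reaching that 30% level; inactive = mean below 30% and not every replicate reaching it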;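 also: 0% = neutral control wells and 100% = L-leucinethiol positive control wells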
# Target sequence (Q9NZ08 whole entry, looked up): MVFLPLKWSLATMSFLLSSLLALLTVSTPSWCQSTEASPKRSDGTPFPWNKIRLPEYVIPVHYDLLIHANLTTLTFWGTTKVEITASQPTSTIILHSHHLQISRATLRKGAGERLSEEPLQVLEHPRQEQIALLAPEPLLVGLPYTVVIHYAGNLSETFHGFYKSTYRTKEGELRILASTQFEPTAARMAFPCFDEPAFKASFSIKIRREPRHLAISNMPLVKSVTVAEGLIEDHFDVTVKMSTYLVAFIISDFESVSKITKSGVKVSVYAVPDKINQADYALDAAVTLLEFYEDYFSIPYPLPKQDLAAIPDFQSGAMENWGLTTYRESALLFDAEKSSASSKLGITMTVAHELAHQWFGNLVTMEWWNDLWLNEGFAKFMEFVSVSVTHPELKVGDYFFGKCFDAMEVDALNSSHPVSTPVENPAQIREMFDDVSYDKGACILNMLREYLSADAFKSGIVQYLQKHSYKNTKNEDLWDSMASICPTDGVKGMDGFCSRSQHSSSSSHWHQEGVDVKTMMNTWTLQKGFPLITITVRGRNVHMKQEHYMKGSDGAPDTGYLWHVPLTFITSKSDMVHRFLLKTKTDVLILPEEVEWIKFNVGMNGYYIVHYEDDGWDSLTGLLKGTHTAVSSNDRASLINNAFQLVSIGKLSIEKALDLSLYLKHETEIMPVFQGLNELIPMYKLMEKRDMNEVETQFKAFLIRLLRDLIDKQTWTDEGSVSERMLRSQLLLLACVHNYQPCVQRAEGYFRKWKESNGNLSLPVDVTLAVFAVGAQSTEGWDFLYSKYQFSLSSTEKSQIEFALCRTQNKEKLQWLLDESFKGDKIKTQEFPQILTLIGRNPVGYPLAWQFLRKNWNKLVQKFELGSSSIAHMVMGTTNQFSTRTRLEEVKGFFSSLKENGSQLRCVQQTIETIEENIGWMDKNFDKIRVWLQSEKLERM
# PAX8 reporter: inhibitors of PAX8-driven TPO luciferase reporter, primary screen, RMG-I cells, single concentration | AID 652154, 2013 | SteadyGlo, 24 h | inhibition, % at 12.6 µM | actives 1.2% (n = 360,000);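 active = mean replicate inhibition at least 60% with every replicate also reaching 60%; inconclusive = only one of the two criteria is met; inactive = mean below 60% and not all replicates reaching 60%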;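 also: luciferase light reporting Pax8 driven TPO promoter activity; plate controls were median of neutral control wells for no effect and mitoxantrone controls for full effect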
# S100A4 MyoIIA: inhibitors of S100A4-myosin IIA peptide binding, primary screen, biochemical, fluorescence polarization, TAMRA-MyoIIA peptide; inhibition, % at 10.7 µM; AID 652163, 2013; actives 0.14% (n = 360,000);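 active = mean inhibition of at least 70% across replicates, with every replicate also reaching that level; inconclusive = mean inhibition reaches 70% but some replicates fall short; inactive = mean inhibition below 70%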
# Target sequence (P26447 whole entry, looked up): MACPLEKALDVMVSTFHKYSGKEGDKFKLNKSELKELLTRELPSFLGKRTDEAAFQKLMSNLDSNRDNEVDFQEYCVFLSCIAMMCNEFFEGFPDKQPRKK
#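 Material: S100A4 monomer (human). Medium: Calcium-containing HEPES buffer, pH 7.2. Probe or stimulus: labelled myosin peptide probe, 5 nM. Compound dosing: one concentration per compound. Timing: polarization read 5 min after assay mix addition, stable 5–60 min. Benchmarks: DMSO as neutral control, TFP as positive control.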
# LGR2 inh: inhibitors of bursicon-induced LGR2 CRE-luciferase signal, primary screen, cell-based, HEK293, CRE-luciferase reporter, bursicon stimulation. Drosophila bursicon receptor LGR2 (rickets). inhibition, % at 9.99 µM. actives 0.35% (n = 380,000). bursicon-stimulated, 4 h. AID 720647, 2013;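 active = drop in luminescence signal, shown as inhibition above about 50% in the replicate tests, limit read from the data, passing the limit was not always enough; inconclusive = probably only some replicates passing the limit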;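 also: agonist challenge used bursicon conditioned medium at about half maximal strength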
# Numbers without * were called inactive; ? = inconclusive; nt = not tested or not shown.
mol,EWS-Fli inh,PGC1a acetyl inh,FN deposit inh,PglD DTNB,ERAP1 inh,PAX8 reporter,S100A4 MyoIIA,LGR2 inh
Cc1ccc(S(=O)(=O)Nc2ccc(-c3ccc4nncn4n3)cc2)cc1,12,-4,6,1,1,nt,0,6
COc1ccc(CN(CC(=O)NC2CCCC2)C(=O)c2ccc(-c3ccccc3)[nH]2)cc1,14,nt,-11,nt,2,23,-5,13
O=C(Cn1cnc2c(nnn2-c2ccccc2)c1=O)NCc1ccco1,1,nt,3,3,3,-8,-12,3
CCOC(=O)[C@]12CCC=C1N(Cc1ccco1)C(=O)[C@H](CC(=O)NCc1ccc(C)o1)C2,1,nt,-34,nt,3,19,-2,6
C[C@@H]1CN([C@H](C)CO)C(=O)c2cccc(NC(=O)C3CCCCC3)c2O[C@@H]1CN(C)CC1CCCCC1,0,?,nt,1,0,-4,15,2
O=C(C[C@H]1CC[C@H]2NC[C@@H](O)COC[C@@H]2O1)Nc1ccccc1,6,6,-6,9,-1,1,0,-8
Cc1cccc(C)c1OCCCCN1CCCCC1,11,nt,-2,nt,-4,0,-3,-12
Cc1ccc(-c2ccc(/C=N/O)o2)cc1[N+](=O)[O-],-15,nt,-3,nt,1,-83,-6,-48

# Later entries
mol,EWS-Fli inh,PGC1a acetyl inh,FN deposit inh,PglD DTNB,ERAP1 inh,PAX8 reporter,S100A4 MyoIIA,LGR2 inh
CCOC(=O)N1CCN(C(=O)CN(c2ccccc2)S(C)(=O)=O)CC1,1,-6,3,nt,1,1,-1,-2
CC(C)c1onc(C(=O)Nc2sc3c(c2C#N)CCC3)c1[N+](=O)[O-],-13,nt,-9,nt,11,-1,-13,19
Cc1cc(NN)nc2ccc(Cl)cc12,2,4,nt,nt,0,-3,-1,-6
O=C(NCCCn1ccnc1)/C(=C/c1ccc(F)cc1)NC(=O)c1ccccc1,1,nt,-3,0,-2,2,3,6
Cc1ccc(-n2c(SCC(=O)N3CCOCC3)nnc2-c2ccncc2)cc1C,9,-16,-6,4,-1,10,-4,-7
C=C(C)CCC(C)N1CCC(n2nccc2NC(=O)CCOc2ccccc2)CC1 (stereo unspecified),8,-3,-1,-7,1,3,-26,-4
COCCCNC(=O)CSc1ccsc1[N+](=O)[O-],-8,nt,-1,nt,2,-2,0,7
OCCC#Cc1ccc(CN2CCN(C3CCCCC3)C(CCO)C2)cc1 (stereo unspecified),6,nt,nt,nt,1,11,-2,9

# A different layout for some results above:
# Results follow in this order: EWS-Fli inh | PGC1a acetyl inh | FN deposit inh | PglD DTNB | ERAP1 inh | PAX8 reporter | S100A4 MyoIIA | LGR2 inh
> Cc1ccc(-c2ccc(/C=N/O)o2)cc1[N+](=O)[O-]
  -15 | nt | -3 | nt | 1 | -83 | -6 | -48
> CCOC(=O)N1CCN(C(=O)CN(c2ccccc2)S(C)(=O)=O)CC1
  1 | -6 | 3 | nt | 1 | 1 | -1 | -2
> CC(C)c1onc(C(=O)Nc2sc3c(c2C#N)CCC3)c1[N+](=O)[O-]
  -13 | nt | -9 | nt | 11 | -1 | -13 | 19
> Cc1cc(NN)nc2ccc(Cl)cc12
  2 | 4 | nt | nt | 0 | -3 | -1 | -6
> O=C(NCCCn1ccnc1)/C(=C/c1ccc(F)cc1)NC(=O)c1ccccc1
  1 | nt | -3 | 0 | -2 | 2 | 3 | 6
> Cc1ccc(-n2c(SCC(=O)N3CCOCC3)nnc2-c2ccncc2)cc1C
  9 | -16 | -6 | 4 | -1 | 10 | -4 | -7
> C=C(C)CCC(C)N1CCC(n2nccc2NC(=O)CCOc2ccccc2)CC1 (stereo unspecified)
  8 | -3 | -1 | -7 | 1 | 3 | -26 | -4
> COCCCNC(=O)CSc1ccsc1[N+](=O)[O-]
  -8 | nt | -1 | nt | 2 | -2 | 0 | 7
> OCCC#Cc1ccc(CN2CCN(C3CCCCC3)C(CCO)C2)cc1 (stereo unspecified)
  6 | nt | nt | nt | 1 | 11 | -2 | 9

# (list continues)
mol,EWS-Fli inh,PGC1a acetyl inh,FN deposit inh,PglD DTNB,ERAP1 inh,PAX8 reporter,S100A4 MyoIIA,LGR2 inh
COCC(=O)N1CC2(C1)[C@@H](c1ccc(-c3ccccc3)cc1)[C@H](CO)N2C(C)=O,2,13,2,nt,-4,nt,10,5
CCCCN(C(=O)c1cc(CC)c(C)s1)c1c(N)n(CCC)c(=O)[nH]c1=O,-4,nt,4,nt,8,-16,4,6
C/C(=N\NC(=O)c1nnn(-c2nonc2N)c1COc1ccc(F)cc1)c1ccc(Cl)cc1,-3,nt,6,nt,-3,6,-12,-7
C[C@H]1CN([C@@H](C)CO)S(=O)(=O)c2ccc(C3=CCCCC3)cc2O[C@H]1CN(C)C(=O)Nc1ccc2c(c1)OCO2,1,-10,nt,2,0,-3,-5,-9
C[C@H](CO)N1C[C@H](C)[C@H](CN(C)CC2CC2)Oc2ccc(NS(C)(=O)=O)cc2CC1=O,-5,5,-8,1,-1,8,4,15
O=C(Cc1cccc(NC(=O)C2CCCN(C(=O)C3CC3)C2)c1)Nc1ccc(C(=O)N2CCCCC2)cc1 (stereo unspecified),-4,-8,-1,0,-1,-17,1,0
Nc1ccccc1Oc1ccc2ccccc2c1,7,nt,nt,nt,0,-27,-3,-24
CNC[C@@H]1Oc2ccc(NC(=O)Cc3cn(C)c4ccccc34)cc2CC(=O)N([C@@H](C)CO)C[C@@H]1C,-2,2,nt,-10,-3,3,-8,-3

# Later entries
mol,EWS-Fli inh,PGC1a acetyl inh,FN deposit inh,PglD DTNB,ERAP1 inh,PAX8 reporter,S100A4 MyoIIA,LGR2 inh
CN1CCN(c2nc3ccccn3c(=O)c2/C=C(\C#N)S(=O)(=O)c2ccccc2)CC1,9,7,-5,nt,7,3,1,nt
Cc1ccc(C(=O)NCc2ccc(F)cc2)cc1NC1=NC2CS(=O)(=O)CC2S1 (stereo unspecified),-7,6,-2,-7,nt,-25,-3,-5
Cc1[nH]n(-c2ccccc2)c(=O)c1/C=N/Nc1nncc(-c2ccccc2)n1,18,12,nt,6,2,nt,-5,13
COc1ccc(OC(C)C(=O)N(C)Cc2nc(-c3cccc(C)c3)no2)cc1 (stereo unspecified),-15,nt,2,-2,-1,1,3,5
CC(NC(=O)COc1ccccc1-c1ccccc1)c1ccccc1 (stereo unspecified),-15,nt,9,nt,0,2,-2,17
COc1ccc(CN2C3CCCC2CC(NC(=O)Nc2cccc(C)c2)C3)cc1 (stereo unspecified),nt,13,1,7,nt,-43,nt,nt
CN(C)C(=O)C[C@@H]1CC[C@@H]2[C@H](COC[C@H](O)CN2C(=O)c2ccncc2)O1,-5,2,8,1,-3,-10,-9,-6
Cc1cc(C)c(C#N)c(SCc2nc3ccccc3c(=O)[nH]2)n1,-80,9,0,nt,1,-153,2,-27

# (next part)
mol,EWS-Fli inh,PGC1a acetyl inh,FN deposit inh,PglD DTNB,ERAP1 inh,PAX8 reporter,S100A4 MyoIIA,LGR2 inh
O=C(CN1CCN(CC(=O)Nc2ccc3c(c2)OC2(CCCCC2)O3)CC1)Nc1cccc(F)c1,3,nt,10,-1,1,19,0,2
O=C(C[C@H]1CC[C@@H](NS(=O)(=O)c2ccc(F)cc2)[C@@H](CO)O1)NC1CCC1,1,-8,-19,0,-4,-7,11,22
CC(C)CCN1CCN(C2CSCCSC2)CC1CCO (stereo unspecified),25,-11,-8,3,-2,-5,-4,-5
O=C(c1ccc(Cl)nc1)N1CCN(S(=O)(=O)c2ccc3c(c2)OCCO3)CC1,1,10,-1,1,2,7,1,0
COc1ccc(NC(=O)N2CCCCN3[C@H](CO)[C@H](c4ccc(C#CCC(C)C)cc4)[C@@H]3C2)cc1,18,0,nt,4,nt,-52,48,-3
CCOc1ccccc1NC(=O)N1CCCC(c2nc3c(nnn3Cc3ccc(C)cc3)c(=O)[nH]2)C1 (stereo unspecified),nt,19,5,2,nt,nt,nt,-4
CC1CCCC(C)N1CC(O)COc1c(F)cc(Br)cc1F (stereo unspecified),1,-6,6,nt,-1,-12,1,nt
Cc1ccc(N2CC(C(=O)NCCc3ccc(S(N)(=O)=O)cc3)CC2=O)cc1 (stereo unspecified),-7,4,nt,0,0,nt,-1,9

# The list continues.
mol,EWS-Fli inh,PGC1a acetyl inh,FN deposit inh,PglD DTNB,ERAP1 inh,PAX8 reporter,S100A4 MyoIIA,LGR2 inh
COC(=O)C(C#N)(CCC(=O)c1ccccc1)CCC(=O)c1ccccc1,3,nt,-13,nt,-1,0,-3,-2
O=C(NC1CCCC1)C1C(c2ccc(C(F)(F)F)cc2)=Nc2ccccc2N1C(=O)c1cccc(C(F)(F)F)c1 (stereo unspecified),6,nt,-6,nt,-2,30,-3,-13
COc1ccc(C2C=C(c3ccc(C)c(C)c3)Nc3ncnn32)c(OC)c1OC (stereo unspecified),21,2,4,-5,-44,28,0,1
C[C@@H]1CN([C@H](C)CO)C(=O)c2cccc(NC(=O)CCCCCC(=O)Nc3ccccc3N)c2O[C@@H]1CN(C)CC1CC1,-2,-7,nt,nt,0,8,3,10
CO[C@H]1CN(C)C(=O)c2ccc(NS(=O)(=O)CC(F)(F)F)cc2OC[C@H](C)N(C)C[C@H]1C,12,18,-1,6,2,-17,-5,9
CCc1[nH]nc(C(=O)NC2CCCN(Cc3ccccc3F)C2)c1C (stereo unspecified),nt,16,2,-1,-1,-29,-4,-1
Cc1cc(C)n(-c2nc3c(c(=O)n(C)c(=O)n3C)n2Cc2cccc(Br)c2)n1,1,-1,-3,nt,-4,3,-3,-7
COc1ccc(OC)c(NC(=O)c2cc(-c3cc(C)cc(C)c3O)n[nH]2)c1,2,nt,18,15,0,19,7,3

# Additional structures
mol,EWS-Fli inh,PGC1a acetyl inh,FN deposit inh,PglD DTNB,ERAP1 inh,PAX8 reporter,S100A4 MyoIIA,LGR2 inh
COc1cccc(CN2CC3(CN(S(C)(=O)=O)C3)c3c(n(C)c4cc(OC)ccc34)[C@@H]2CO)c1,7,nt,nt,nt,3,nt,7,-17
COc1ccc(-c2cc(C(F)(F)F)n3nc(C(=O)NCCCN4CCOCC4)cc3n2)cc1,-34,nt,1,nt,1,3,1,-14
CSCCC(NS(=O)(=O)c1ccccc1F)C(=O)NCc1cccnc1 (stereo unspecified),-2,7,nt,-6,-2,0,0,-2
CN(C)CC(=O)N1[C@H](CO)[C@H](c2ccccc2-c2cccc(C(=O)N(C)C)c2)[C@@H]1C#N,6,9,-14,nt,2,-4,-2,3
CC=Cc1ccc2n(c1=O)C[C@H]1[C@H](CO)[C@@H](C(=O)NCC)[C@@H]2N1CCC(F)(F)F (mixture of isomers),2,-7,nt,0,-4,3,4,2
Cc1ccccc1NC(=O)CNC(=O)N1CC(=O)Nc2ccccc21,3,-16,-4,-5,-1,13,-3,-15
Cc1cnc(C(=O)OCC(=O)Nc2ccc(Br)cc2F)cn1,-1,2,5,1,3,-7,2,11
COc1ccccc1-c1c(C)c(C)nc(N)c1C#N,nt,2,0,-7,nt,-6,nt,nt

# Rows were taken by chance. About 2.1% of those tested had a hit in this group.
